Screening results as filed in PubChem.
CRFBP-R2 block – blocks CRF-induced signaling of the CRF-BP/CRF-R2 complex. HEK293 CRF-R2/CRF-BP, CRF-induced calcium fluorescence. inhibition, % at 11.8 µM. 350,000 compounds, 0.59% hits. AID 588475;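 active = inhibition of the ligand-induced calcium signal above about 50% at the single tested concentration, limit read from the data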
IDE act – boosts human insulin-degrading enzyme activity in HEK cells; P14735; 340,000 compounds, 0.073% hits; activation, % at 5.96 µM; FAbeta-B cleavage, fluorescence polarization; 0% vehicle, 100% cell-free pure enzyme wells; AID 493087;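 active = activation above the mean of all tested compounds plus 3 SD, set per screening campaign, cut at about 17% in these data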
Target sequence (P14735 whole entry, looked up): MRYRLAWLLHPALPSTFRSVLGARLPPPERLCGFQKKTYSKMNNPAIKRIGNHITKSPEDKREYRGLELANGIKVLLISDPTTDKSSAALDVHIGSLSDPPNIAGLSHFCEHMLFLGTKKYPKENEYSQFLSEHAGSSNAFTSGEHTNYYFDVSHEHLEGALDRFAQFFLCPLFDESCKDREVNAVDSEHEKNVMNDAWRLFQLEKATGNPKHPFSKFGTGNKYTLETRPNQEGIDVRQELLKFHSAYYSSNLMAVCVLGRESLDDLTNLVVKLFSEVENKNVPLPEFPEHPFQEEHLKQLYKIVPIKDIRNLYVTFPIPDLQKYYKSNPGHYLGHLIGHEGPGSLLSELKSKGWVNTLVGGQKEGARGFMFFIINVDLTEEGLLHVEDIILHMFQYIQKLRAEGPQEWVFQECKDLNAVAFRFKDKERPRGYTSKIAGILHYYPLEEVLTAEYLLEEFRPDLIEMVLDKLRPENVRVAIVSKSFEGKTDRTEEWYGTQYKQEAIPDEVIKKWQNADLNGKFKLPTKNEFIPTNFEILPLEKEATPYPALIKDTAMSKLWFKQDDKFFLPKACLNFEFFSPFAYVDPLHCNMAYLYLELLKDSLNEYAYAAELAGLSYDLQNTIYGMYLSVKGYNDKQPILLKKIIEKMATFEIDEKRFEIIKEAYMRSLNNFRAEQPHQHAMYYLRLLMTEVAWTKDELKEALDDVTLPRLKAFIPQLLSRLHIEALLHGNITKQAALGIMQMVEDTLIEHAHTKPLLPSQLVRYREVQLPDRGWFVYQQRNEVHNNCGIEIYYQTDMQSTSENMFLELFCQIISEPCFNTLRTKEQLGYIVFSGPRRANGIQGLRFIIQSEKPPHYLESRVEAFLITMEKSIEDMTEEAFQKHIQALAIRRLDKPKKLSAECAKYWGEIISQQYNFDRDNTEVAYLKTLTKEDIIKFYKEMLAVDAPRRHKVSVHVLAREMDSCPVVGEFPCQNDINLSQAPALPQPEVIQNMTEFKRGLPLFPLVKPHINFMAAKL
p-CIP stab down – p/CIP protein destabilization; F442A p/CIP-EGFP cells, EGFP fluorescence, 16 h; decrease of EGFP signal, % at 10 µM; 290,000 compounds, 0.01% hits;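 active = EGFP signal decrease of at least 30% at 10 µM or well 3 SD below plate mean, unless failing retest; inactive = the rest, including hits failing retest or dose response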; note: some compounds called inactive have numbers as strong as hits; many of its hits are not listed in these tables
SUMO HTRF inh – inhibitors of human SUMOylation (UBC9). 290,000 compounds, 0.36% hits. inhibition, % at 35 µM. HTRF SUMOylation assay, SAE1/SAE2 + UBC9, in vitro; in the data active = inhibition above about 50%, passing the limit was not always enough; note: strong numbers were not always called active
HCV NS3 hel inh – blocks Hepatitis C virus NS3 helicase unwinding | NS3 helicase DNA unwinding, Cy5 molecular beacon fluorescence | inhibition, % at 10.9 µM | 290,000 compounds, 0.56% hits;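 active = inhibition above the mean of all tested compounds plus 3 SD, set per campaign, cut at about 35% in these data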;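 note: 0% = DMSO wells and 100% = thioflavine S control wells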
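Assay system: hepatitis C virus NS3 helicase domain fragment enzyme. Also added: annealed dual-labelled DNA beacon duplex, ATP-started. Timing: 1 h reaction at 25 °C, ATP-initiated. Technique: Cy5 fluorescence at 0 and 60 min, beacon hairpin quenching. Evaluation: % inhibition of unwinding. Replication: one well per compound.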
GalR3 antag – antagonists of human GalR3 | O60755 | HEK293 GalR3-CNG cAMP membrane potential fluorescence; galR3 body fused to GalR1 C-terminus | inhibition, % at 3 µM | 360,000 compounds, 0.44% hits | AID 651719;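 active = inhibition above the screen-wide average plus 3 SD, cut at about 13% in these data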;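 note: forskolin and galanin both at EC90 stimulate the cells; cAMP rise reported by CNG channel membrane potential dye signal; 0% = forskolin plus galanin with DMSO and 100% = forskolin alone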
IMP-1 inh – blocks Pseudomonas aeruginosa IMP-1 metallo-beta-lactamase | purified IMP-1, nitrocefin hydrolysis, epi-absorbance fluorescence | 290,000 compounds, 0.45% hits | inhibition, % at 5.6 µM | AID 1556;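 active = inhibition above the mean plus 3 SD of all compounds in the same screening run, cut at about 4.5% in these data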;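 note: 0% = IMP-1 with DMSO and 100% = DMSO wells lacking enzyme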
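system = purified recombinant IMP-1 beta-lactamase | amount = 0.2 nM IMP-1, as dispensed | medium = HEPES buffer pH 7.1 with ZnSO4 and Brij 35 | times = 25 °C, 15 min preincubation, 25 min reaction | detection = plate fluorescence quenching by hydrolysis product, ex 480/em 530 nm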
IDE cell inh – inhibitors of human insulin-degrading enzyme in cells; P14735; HEK cells, FAbetaB cleavage, fluorescence polarization; inhibition, % at 5.59 µM; 320,000 compounds, 0.41% hits; AID 434962;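 active = percent inhibition above the average of all tested compounds plus 3 SD, set per screening campaign, cut at about 16% in these data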;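 note: IDE supplied by intact live HEK cells; FP after avidin binding of uncleaved biotin substrate so inhibition keeps polarization high; 0% = DMSO wells and 100% = 60 µM reference IDE inhibitor Ii1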
VIM-2 inh – inhibitors of Pseudomonas aeruginosa VIM-2 metallo-beta-lactamase. purified VIM-2, nitrocefin hydrolysis, epi-absorbance fluorescence. inhibition, % at 5.6 µM. 290,000 compounds, 0.89% hits;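 active = inhibition above the mean of all tested compounds plus 3 SD, cutoff set per screening run, cut at about 7.5% in these data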;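 note: red hydrolysis product quenches plate fluorescence so inhibitors raise well fluorescence; 0% = enzyme with DMSO and 100% = DMSO without enzyme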
The depositor's hits bear a star; nt = no result given.

Key to letters – A = CRFBP-R2 block; B = IDE act; C = p-CIP stab down; D = SUMO HTRF inh; E = HCV NS3 hel inh; F = GalR3 antag; G = IMP-1 inh; H = IDE cell inh; I = VIM-2 inh
1. Cc1cccc(N2CCN(C(=O)c3ccccc3NC(=O)C3CCCCC3C(=O)O)CC2)c1 (stereo unspecified)
  A: -10; B: 3; C: 0; D: -10; E: -6; F: -4; G: -1.6; H: 2; I: -0.5

2. Cn1nnnc1SCc1ccccc1F
  A: -31; B: 0; C: -4; D: 5; E: 0; F: -4; G: -1.5; H: -5; I: -2.5

3. CN(CC(=O)Nc1ccccc1F)Cc1cccs1
  A: 2; B: 4; C: 0; D: 9; E: -7; F: -8; G: -6.7; H: 4; I: -1.5

4. Cn1nc(C(=O)Nc2cccc(S(=O)(=O)N3CCCC3)c2)c2ccccc2c1=O
  A: -12; B: -1; C: nt; D: nt; E: nt; F: -3; G: nt; H: -2; I: nt

5. COc1cc2c(cc1NC(=O)CN1CCN(S(=O)(=O)c3ccccc3F)CC1)oc1ccccc12
  A: -10; B: 9; C: -12; D: 18; E: -2; F: 1; G: -4.9; H: 0; I: -0.4

6. c1ccc(-c2nc3cccnc3nc2-c2ccccc2)cc1
  A: -10; B: -2; C: nt; D: nt; E: nt; F: -4; G: nt; H: 5; I: nt

7. COc1ccccc1N1CCN(C(=O)COc2cc(C)cc3oc(=O)cc(C)c23)CC1
  A: -7; B: 4; C: 3; D: 16; E: -8; F: 3; G: -3.1; H: -1; I: -0.4

8. COc1ccc(/C=C/C(=O)OCC(=O)NCCC2=CCCCC2)cc1S(=O)(=O)N1CCOCC1
  A: 13; B: -1; C: -7; D: -4; E: 8; F: -7; G: -0.8; H: -1; I: 0.4

9. CC(C)C(=O)NNC(=O)CN1CCN(c2nc(-c3ccccc3)cs2)CC1
  A: 4; B: -7; C: -9; D: 6; E: -6; F: -6; G: -0.9; H: -2; I: -1.4

10. Cc1ccccc1-n1c(SCC(=O)Nc2c(C)cccc2C)nc(O)cc1=O
  A: 0; B: -4; C: -19; D: -4; E: 23; F: -5; G: -1.3; H: 3; I: -2.5

11. COc1ccc(Cl)cc1NC(=S)N(Cc1ccc(C(=O)O)cc1)Cc1ccc(OC)c(OC)c1
  A: 9; B: 4; C: -4; D: 11; E: 2; F: -8; G: -2.1; H: 3; I: -2.6

12. O=C(Nc1ccccc1)C(Cc1ccccc1)NC(=O)C12CC3CC(CC(C3)C1)C2 (stereo unspecified)
  A: 24; B: 0; C: -6; D: -4; E: -7; F: 2; G: -0.6; H: 2; I: 0.7

13. N#C/C(C(=O)N1CCOCC1)=C1/SC(Cc2ccc(F)cc2)C(=O)N1c1ccccc1 (stereo unspecified)
  A: -7; B: -2; C: -1; D: 6; E: 3; F: -3; G: 1.9; H: 4; I: 1.1

14. COc1ccc(/C=N/n2cnn(Cc3ccccc3Cl)c2=S)cc1OC
  A: 40; B: -1; C: -8; D: -2; E: 4; F: 4; G: -0.4; H: 3; I: 0.7

15. O=CC1=C(c2ccccc2)Oc2ccccc2O1
  A: 10; B: 1; C: -24; D: 10; E: 5; F: -9; G: -0.9; H: 2; I: -1.9

16. COc1cccc(-c2nc(OC(C)C)c3ccccc3n2)c1
  A: -26; B: 2; C: -2; D: -24; E: -5; F: 5; G: -1.8; H: -5; I: -0.5

17. CCc1ccc2nc(Nc3ncc(C(C)=O)c(C)n3)nc(C)c2c1
  A: 9; B: -3; C: -8; D: 14; E: 6; F: -6; G: -0.5; H: -8; I: -0.1

18. c1ccc2c(c1)ncn2-c1ccc(-c2ccnc(-c3ccncc3)n2)cc1
  A: 12; B: 3; C: 1; D: -10; E: 3; F: -4; G: -2.2; H: 6; I: 7.4

19. CCOc1ccc2nc(NC(=O)C(NS(=O)(=O)c3cccs3)C(C)C)sc2c1 (stereo unspecified)
  A: -19; B: 0; C: 4; D: -25; E: -5; F: nt; G: -2.8; H: 3; I: -2.3

20. Cc1nc2ccc(S(=O)(=O)c3ccc4nc(C)[nH]c4c3)cc2[nH]1
  A: -26; B: -8; C: -12; D: 31; E: 1; F: -2; G: -1.8; H: -4; I: 1.8

21. C[C@H](CO)N1C[C@H](C)[C@@H](CN(C)S(=O)(=O)c2ccccc2)Oc2ccc(NC(=O)C3CCCCC3)cc2C1=O
  A: 5; B: -1; C: nt; D: nt; E: nt; F: -6; G: nt; H: 0; I: nt

22. CCCCCn1cnc2c(=S)nc(N)[nH]c21
  A: -11; B: -5; C: -5; D: -8; E: -1; F: -8; G: -1.9; H: nt; I: -3.5

23. O=C(CN1CCN(Cc2ccccc2)CC1)c1ccccc1
  A: -6; B: 9; C: -5; D: 14; E: -4; F: -4; G: -1.2; H: -2; I: -1.4

24. O=[N+]([O-])c1cc(-c2ncccn2)c([N+](=O)[O-])s1
  A: 21; B: -3; C: 3; D: -3; E: -12; F: -6; G: -3.5; H: 0; I: -3.9

25. COc1ccc(OC)c(-c2nc(CN(C)C(C)c3ccncn3)c(C)o2)c1 (stereo unspecified)
  A: -7; B: 1; C: -14; D: 22; E: -17; F: -3; G: -2.7; H: 5; I: 1.6

26. COC(=O)c1scc(C)c1N1C(=O)c2ccccc2C1=O
  A: 10; B: nt; C: -9; D: 6; E: 0; F: -8; G: -2.0; H: 8; I: -4.3

27. c1ccc(CCCN2CCN(c3ccccc3)CC2)cc1
  A: -2; B: 4; C: 5; D: 2; E: -7; F: -8; G: -2.2; H: 1; I: -3.3

28. CCO[C@H]1OC(C(=O)Nc2ccccc2)=C[C@@H](c2csc3ccccc23)[C@@H]1CCCO
  A: 2; B: -2; C: -24; D: -24; E: -27; F: -3; G: -3.7; H: -8; I: -2.1

29. COC(=O)Cn1c(C(=O)N2CCCC2)cc2c1C[C@H]1CN(C(=O)c3ccccc3)[C@@](Cc3ccc(F)cc3)(C(=O)OC)[C@@H]21
  A: 18; B: 1; C: 1; D: -17; E: 2; F: -2; G: -3.2; H: 3; I: -1.5

30. COc1ccc(Cl)c(NC(=O)C/C(C)=N/NC(=O)CCc2ccccc2)c1
  A: 3; B: 2; C: 4; D: 7; E: -6; F: -5; G: -1.3; H: 3; I: -0.5

31. O=C(COC(=O)COc1ccccc1)Nc1cccc([N+](=O)[O-])c1
  A: 12; B: 3; C: 1; D: -9; E: -3; F: -4; G: -2.7; H: 2; I: -2.9

32. O=c1ccc2c([nH]1)CCCCCCCCCC2
  A: -7; B: -2; C: -14; D: 11; E: -3; F: -10; G: 1.2; H: 4; I: 1.6

33. Cc1sc(-c2ccccn2)nc1OC(=O)c1ccc(F)cc1F
  A: -21; B: 3; C: -2; D: 18; E: 2; F: -10; G: -0.9; H: 2; I: 1.1

34. CC(=O)NC(CC(=O)N(Cc1ccccc1)c1ccc(C)cc1)c1ccccc1 (stereo unspecified)
  A: -12; B: 1; C: -19; D: 0; E: 13; F: -4; G: -1.1; H: 4; I: -2.2

35. CCN1CCN(CCOc2ccc(Br)cc2C)CC1
  A: -8; B: -3; C: -13; D: 6; E: -37; F: -4; G: -0.1; H: -3; I: 3.3

36. O=C(NCc1ccccn1)c1ccc(Cl)c(S(=O)(=O)N2CCCCC2)c1
  A: 4; B: -5; C: -2; D: 3; E: 8; F: 0; G: -2.1; H: -2; I: -1.2

37. COc1cc(C(=O)O/N=C(\N)c2cccc([N+](=O)[O-])c2)cc(OC)c1OC
  A: 5; B: -3; C: -10; D: -8; E: -8; F: -6; G: -2.9; H: -2; I: -2.8

38. O=C(NCc1cccs1)c1cc(S(=O)(=O)N2CCOCC2)c(Cl)cc1Cl
  A: 10; B: 4; C: -4; D: 7; E: -4; F: -3; G: -2.2; H: 8; I: -1.6

39. Cc1nc(NC(=O)CCc2ccccc2)ccc1Br
  A: 0; B: 4; C: 1; D: 1; E: 1; F: -8; G: 1.6; H: -2; I: -1.0

40. Cc1ccc(C)c(NC(=O)CCCCCCCCCCC2COCCO2)c1 (stereo unspecified)
  A: -9; B: 6; C: -8; D: 14; E: 4; F: -3; G: -3.1; H: -1; I: -0.9

41. CCOC(=O)CN/C=C(\C#N)c1ccccc1
  A: 0; B: 0; C: -7; D: 10; E: -6; F: -6; G: -2.5; H: 3; I: -0.4

42. COc1ccccc1C(=O)Nc1nc2ccccc2[nH]1
  A: -27; B: 6; C: 0; D: 4; E: 1; F: 5; G: -4.3; H: 6; I: -1.2

43. Cc1nn(C)c(Oc2ccccc2)c1CCNC(=O)C(C)(C)C
  A: -5; B: 4; C: -2; D: 14; E: 0; F: 7; G: 0.2; H: 5; I: -2.3

44. COc1cccc(N(CC(=O)NC2CCCCC2)C(=O)CCCC(=O)Nc2ccccn2)c1
  A: 0; B: 7; C: -3; D: 8; E: 6; F: -8; G: -1.2; H: 0; I: -0.9

45. Cc1cc(C)n2cc(CSc3nnc(N)s3)nc2n1
  A: -10; B: 7; C: -9; D: 22; E: 5; F: -1; G: -3.7; H: -4; I: -2.6

46. CCN1/C(=C\C=C2\C(=O)N(c3ccccc3)C(=S)N2C)Sc2ccccc21
  A: -11; B: 1; C: -27; D: 12; E: 18; F: 8; G: -3.4; H: nt; I: -3.0

47. Cc1ccccc1NC(=O)C(C#N)Cc1cccnc1 (stereo unspecified)
  A: 11; B: 7; C: -13; D: 8; E: 0; F: -4; G: -3.3; H: 8; I: -5.3

48. O=C(Nc1ccc(Cl)cc1C(=O)Nc1ccc(Br)cn1)c1ccco1
  A: -49; B: -4; C: -1; D: 6; E: -10; F: -8; G: 2.0; H: 2; I: -1.5
